FUS suppressor = qHTS for Suppressors of FUS Proteinopathy: Primary screen using FUS-linked yeast assay | S. cerevisiae FUS-expressing, growth rescue, OD600, 24 h | Potency, µM (titrated, usually from 76.6 µM), for the others: at the top dose growth rescue (activation), most hits filed as activators | 390,000 compounds, 0.24% hits | AID 1347120, 2019;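 further: plate controls were DMSO vehicle for no effect and reference control for full effect; nearly all actives have a fitted effect of over 55% in size; some results filed as inactive show a strong effect at the top dose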
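Read-out: OD at 600 nm after 24hr at 30C, reporting rescue of FUS-induced yeast toxicity. Cells at OD 0.005 in galactose (2%) minimal medium; compounds tested in a dilution series; CP55940 titration from 92uM final as control.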
EPAC1 agonist = qHTS for Agonist of cAMP-regulated guanine nucleotide exchange factor 3 (EPAC1): primary screen | 360,000 compounds, 0.073% hits | Potency, µM (doses to about 154 µM), for the others: top-dose activation, hits mostly activators | EPAC1 agonist qHTS, biochemical assay; response scale: 100% = response to 6.5 mM cAMP | Rap guanine nucleotide exchange factor 3 (Homo sapiens), O95398; further: nearly all actives have a fitted effect of over 60% in size
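Multi-concentration qHTS readout: loss of Rap1B-bound BODIPY-GDP fluorescence driven by 100 nM EPAC1 with excess GDP (50 uM), monitored kinetically at room temperature; agonist response expressed relative to 6.5 mM cAMP.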
aSyn rescue = qHTS of alpha-syn Inhibitors | AID 652106, 2013 | Potency, µM (highest dose often 46.1 µM), without a hit: at the highest dose growth rescue (activation), hits mostly activators | 370,000 compounds, 0.14% hits | Yeast expressing alpha-synuclein, growth rescue, BacTiter-Glo, 24 h; further: % of control where 0% means no effect; nearly all actives have a fitted effect of over 65% in size
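Screening used galactose-induced yeast with toxic alpha-synuclein levels, exposed to compound for 24 hr at 30 deg C. Cell growth, read with BacTiter-Glo luminescence, gave the measured signal.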
TDP-43 yeast inh = qHTS of TDP-43 Inhibitors. TDP-43 expressing yeast growth rescue, BacTiter-Glo, 24 h. Potency, µM (titrated, usually from 46.1 µM), inactives show at the highest dose growth rescue (activation), usual class: activators. 410,000 compounds, 1.8% hits; further: % of control where 0% means no effect; nearly all actives have a fitted effect of over 50% in size
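Cell-based yeast growth screen: TDP-43 expression induced in galactose, inoculum OD600=0.02 after raffinose pregrowth to mid-log. Read-out BacTiter-Glo luminescence at 24 hr, 30 deg C; inhibition of toxicity seen as signal increase.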
EPAC2 ag = qHTS for Agonist of cAMP-regulated guanine nucleotide exchange factor 4 (EPAC2): primary screen; Rap guanine nucleotide exchange factor 4 (Homo sapiens), Q8WZA2; EPAC2 activation, biochemical qHTS; response scale: 100% = 6.5 mM cAMP response; Potency, µM (top dose mostly 154 µM), inactives show at the highest dose activation, usual class: activators; 360,000 compounds, 0.079% hits; further: nearly all actives have a fitted effect of over 50% in size
Target sequence (Q8WZA2 whole entry, looked up): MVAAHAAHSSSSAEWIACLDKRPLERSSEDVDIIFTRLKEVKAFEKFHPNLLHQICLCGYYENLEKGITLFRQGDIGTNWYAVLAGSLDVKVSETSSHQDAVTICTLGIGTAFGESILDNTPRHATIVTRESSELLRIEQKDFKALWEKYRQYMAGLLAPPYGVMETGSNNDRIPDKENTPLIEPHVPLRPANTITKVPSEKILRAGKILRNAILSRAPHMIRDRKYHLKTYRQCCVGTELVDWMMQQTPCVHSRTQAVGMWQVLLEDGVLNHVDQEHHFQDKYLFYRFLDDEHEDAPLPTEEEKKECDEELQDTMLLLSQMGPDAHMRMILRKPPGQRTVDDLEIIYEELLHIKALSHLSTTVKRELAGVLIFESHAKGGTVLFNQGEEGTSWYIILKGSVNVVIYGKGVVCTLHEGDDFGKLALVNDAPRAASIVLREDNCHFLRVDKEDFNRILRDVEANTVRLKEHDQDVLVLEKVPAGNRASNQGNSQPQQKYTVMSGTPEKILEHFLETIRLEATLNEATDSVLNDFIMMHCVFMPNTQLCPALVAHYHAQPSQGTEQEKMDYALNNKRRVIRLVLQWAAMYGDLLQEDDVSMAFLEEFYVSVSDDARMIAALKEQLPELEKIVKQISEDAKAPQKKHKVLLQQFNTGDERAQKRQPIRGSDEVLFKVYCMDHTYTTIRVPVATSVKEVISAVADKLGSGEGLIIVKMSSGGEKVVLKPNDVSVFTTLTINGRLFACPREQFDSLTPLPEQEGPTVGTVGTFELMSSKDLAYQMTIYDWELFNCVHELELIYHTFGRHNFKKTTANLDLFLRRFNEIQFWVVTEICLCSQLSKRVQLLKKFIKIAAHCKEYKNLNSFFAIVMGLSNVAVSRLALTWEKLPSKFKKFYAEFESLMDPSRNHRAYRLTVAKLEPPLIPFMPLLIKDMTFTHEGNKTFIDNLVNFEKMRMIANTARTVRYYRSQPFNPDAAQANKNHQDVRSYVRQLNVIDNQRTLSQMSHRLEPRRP
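In this primary screen, activation is scored as increased exchange of BODIPY-GDP from Rap1B by 100 nM EPAC2, with 50 uM GDP as competitor. Signal is normalized to the 6.5 mM cAMP agonist control.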
PTHR1 ag = qHTS for PTHR1 Agonists: Primary Screen. Parathyroid hormone/parathyroid hormone-related peptide receptor (Homo sapiens), Q03431. HEK293 GP2 PTHR1 cells, GloSensor cAMP luminescence, 1 h. Potency, µM (top dose mostly 115 µM), for the others: at the highest dose activation, usual class: activators. 410,000 compounds, 0.075% hits. AID 743266, 2014; further: nearly all actives have a fitted effect of over 55% in size; some results filed as inactive show a strong effect at the top dose; inactives centre near -15; many of its hits are not listed in these tables
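HEK-293-derived GP2 cells expressing PTHR1 and a GloSensor cAMP reporter, 3,000/well, plated overnight, given luciferin plus IBMX (each 0.5 mM as added) for 1 h at 37 °C, then compound for 1 h at 37 °C. Luminescence was read after 15 min at room temperature.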
EPAC1 antagonist = qHTS for Antagonist of cAMP-regulated guanine nucleotide exchange factor 3 (EPAC1): primary screen | Rap guanine nucleotide exchange factor 3 (Homo sapiens), O95398 | EPAC1 GEF assay, Rap1b-BODIPY-GDP exchange fluorescence | Potency, µM (titrated, usually from 115 µM), without a hit: at the highest dose activity change, negative = inhibition, most hits filed as inhibitors | 360,000 compounds, 0.14% hits;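 further: plate controls were vehicle for no effect and positive control for full effect; nearly all actives have a fitted effect of over 50% in size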
EPAC2 antagonist = qHTS for Antagonist of cAMP-regulated guanine nucleotide exchange factor 2 (EPAC2): primary screen. Rap guanine nucleotide exchange factor 4 (Homo sapiens), Q8WZA2. EPAC2 GEF exchange of Rap1B-BODIPY-GDP, fluorescence. Potency, µM (series often up to 114 µM), for the others: top-dose activity, negative = inhibition, hits mostly inhibitors. 360,000 compounds, 0.18% hits. AID 720708, 2013; further: on the % scale 0 is the no-effect control and ±100 the full control effect; nearly all actives have a fitted effect of over 45% in size; many of its hits are not listed in these tables
Active calls of the source: *; i = inactive; ? = inconclusive; · = not tested or not shown; [ ] = another dose, or the depositor's remark. The call rests on the fitted dose curve; in most records, active means well fitted curve in the direction sought with a large enough effect; inconclusive means small, poorly fitted or top-dose-only effect, or another doubt; inactive means no such curve, though single readings can be large; an effect the other way counts as inactive or inconclusive. Potency means the concentration at half of the fitted maximal effect.

SMILES	FUS suppressor	EPAC1 agonist	aSyn rescue	TDP-43 yeast inh	EPAC2 ag	PTHR1 ag	EPAC1 antagonist	EPAC2 antagonist
CCOC(=O)Cn1c(=NC(=O)CSC(C)=O)sc2ccccc21	0%	1%	3%	?	5%	i	-11%	-19%
COCCSc1nnc(NC(=O)C2CC(=O)N(c3ccc(Cl)cc3)C2)s1 (configuration not stated)	43%	-4%	2%	-9%[9.22 µM]	9%	-1%	-22%	10%
NNC(=O)CSc1nc(-c2ccccc2)cn1-c1ccccc1	29%	-7%	7%	12%	-1%	-3%	-4%	-2%
OCCC1CN(Cc2ccc(F)cc2)CCN1CCc1ccccc1 (configuration not stated)	-44%	-6%	1%	14%	-2%	-14%	4%	10%
O=C(CN1CCN(c2ccccc2O)CC1)NC(=O)NCc1ccco1	5%	11%	-2%	0%	2%	i	-2%	1%
O=C(CSCc1ccccc1)N=Nc1c(O)[nH]c2ccccc12	·	5%	0%	-1%	10%	-32%[inhibitor]	-2%	-6%
Cc1cc2cc(CNC(=O)c3ccc(S(=O)(=O)N4CCCCC4)cc3)ccc2n1C	-15%	-18%	-7%	-4%	2%	-4%	-1%	9%
CN(C)C1=NC[C@H](Cc2ccccc2)N1CC1CCCC1	-18%	-6%	1%	-4%	11%	-24%	3%	10%
O=C(OCc1ccc(F)cc1)c1cc(=O)c2ccccc2o1	2%	-1%	0%	-3%	1%	i	21%	-3%
COc1ccc(C(=O)NC(=S)NNC(=O)c2ccccc2C)cc1	-2%	-3%	11%	-24%	3%	-35%[inhibitor]	-16%	5%
CN(c1ccc(C(=O)N2CCOCC2)cc1[N+](=O)[O-])C1CCCCC1	22%	18%	0%	9%	2%	-25%	2%	-11%
Cc1c(C(=O)NCC2COc3ccccc3O2)oc2ccc(S(=O)(=O)N3CC(C)CC(C)C3)cc12 (configuration not stated)	31%	11%	3%	-17%	7%	i	-8%	-9%
Fc1ccc(Nc2ccnc(C(F)(F)F)c2)cc1	-31%	-2%	-3%	17%	12%	-20%	-8%	?
C[N+](C)(C)CCNC(=O)c1c[nH]c2ccccc12	-22%	-9%	-4%	14%	6%	-15%	-10%	9%
O=c1[nH]c(SCc2ccccc2)nnc1-c1ccccc1	-1%	25%	1%	4%	4%	0%[57.5 µM]	-15%	2%[57.1 µM]
Nc1ccc2nn(-c3ccccc3)nc2c1	40%	11%	-9%	-21%	21%	-19%	-11%	-27%
CC(C)COc1ccc(C(=O)OCCN2CCOCC2)c(O)c1	?	-11%	2%	-27%	9%	-12%	4%	-10%
CCOc1ccc2[nH]c(S(=O)(=O)CC)nc2c1Cl	-15%	-2%	-10%	-4%	-4%	-24%	3%	9%
CC(=O)Nc1ccc(OCC(O)CN2CCN(c3ccc(F)cc3)CC2)cc1 (configuration not stated)	1%	6%	0%	-2%	7%	i	?	-1%
Cc1cccc(C(=O)O)c1[N+](=O)[O-]	-39%	2%	8%	0%	13%	-23%	5%	-8%
Cc1cc(-c2csc3ncnc(N4CCN(C)CC4)c23)cc(C)c1C	32%	13%	-1%	8%	9%	-1%	-12%	7%
O=C(O)CCn1c(Cc2ccccc2)nc2ccccc21	1%	3%	-3%	-16%	0%	i	-2%	9%
O=C(CCSCc1ccccc1F)NCc1cccs1	-10%	1%	8%	30%	0%	i	-12%	-8%
CCOCCc1nnc(NC(=O)c2cc(OC)c(OC)c(OC)c2)s1	26%	12%	2%	-12%	5%	-7%[57.5 µM]	-19%	-1%
CCOc1cc(C(=O)N/N=C/C(Br)=C/c2ccccc2)cc(OCC)c1OCC	11%	-19%	0%	10%	-17%	i	-19%	61%[activator]
Cc1cccc(NC(=S)NC(=O)CC2CC(C)(C)OC2=O)c1 (configuration not stated)	-20%	-11%	-1%	13%	2%	i	-18%	-3%
COc1ccccc1NC(=O)c1ccccc1NC(=O)c1ccccn1	8%	0%	-10%	20%	1%	-13%	12%	-2%
COc1ccc(N2CCN(C(=O)CSc3nc(C)cs3)CC2)cc1	11%	-4%	2%	0%	3%	-23%	10%	13%
COc1ccc(C(=O)NNC(=S)NC(=O)c2cc(-c3ccccc3)nc3ccccc23)cc1	52%	-6%	-19%	?	3%	-9%	23%	34%[activator]
CC(C)NC(=O)c1ccc(-c2ccc(F)c(F)c2)c2ccoc12	-10%	-8%	1%	28%	12%	-33%[inhibitor]	4%	-17%
CCC1=C2CC[C@H]3C(=O)N(c4ccccc4)C(=O)[C@H]3[C@H]2[C@@]2(C)C(=NCC(=O)OC)OC(=O)N2C1=O	-18%	-2%	0%	20%	6%	0%	-3%	?
C[C@H](CO)N1C[C@H](C)[C@@H](CN(C)S(C)(=O)=O)Oc2ccc(NS(=O)(=O)c3cn(C)cn3)cc2C1=O	4%	7%	-2%	19%	2%	i	-3%	3%
CCOC(=O)C(C)n1cnc2c(cnn2-c2ccc(Cl)cc2)c1=O (configuration not stated)	-17%	3%	-7%	4%	7%	-12%[57.5 µM]	0%	-1%
CCN(CC)c1ccc(S(=O)(=O)N2CCOCC2)cc1NC(=O)CSc1cccc[n+]1[O-]	·	5%	18µM*	?	-10%	-25%	3%	-1%
CCOC(=O)C1=NN(c2cccc(Cl)c2)C2=NC(C)=C(C(=O)OC)C(c3cccs3)N12 (configuration not stated)	-2%	14%	·	-7%	9%	-21%	0%	-7%
CC(=O)Oc1ccc(-c2cccc(C(=O)OCC(=O)N(C)c3ccccc3)c2)cc1	·	10%	-1%	-1%	26%	-52%[inhibitor]	?	-8%
FCCCOc1ccc(-c2nccc(-c3ccc(Cl)cc3)n2)cc1	-48%	1%	4%	9%	-10%	i	-10%	2%
COc1cccc(-n2ccnc2SCC(=O)Nc2ccccc2F)c1	3%	-2%	14%	?	12%	i	-5%	-24%
C=CCn1c(SC(C)C(=O)NCc2ccc3c(c2)OCO3)nc2scc(-c3ccccc3)c2c1=O (configuration not stated)	25%	16%	-4%	-12%	12%	i	1%	-2%
O=C(O)C1CCN(S(=O)(=O)c2ccc(N3CCOCC3)c([N+](=O)[O-])c2)CC1	17%	7%	-5%	0%	14%	-63%[inhibitor]	17%	2%
COc1ccc(N2C(=O)CCC(C(=O)N3CCOCC3)C2c2ccc(F)cc2)cc1 (configuration not stated)	16%	4%	-5%	19%	7%	i	-11%	-1%
CC(=O)c1sc(Nc2cccc3ccccc23)nc1C	-21%	7%	-1%	23%	10%	-18%	-5%	-16%
CN1CCC/C1=C/C=C1\SC(=S)NC1=O	·	63µM*	-1%	13%	112µM*	-47%[inhibitor]	111%[activator]	28%
COc1ccccc1-c1noc2c1C(=O)NCC2	-19%	-6%	-2%	11%	5%	-16%	11%	15%
CCOC(=O)c1ccc2c(c1)n(CCCS(=O)(=O)[O-])c(/C=C/c1ccc(Cl)cc1)[n+]2CC	10%	5%	1%	-6%	-4%	i	-2%	3%
CCc1ccc(CN(C)C(C)C(=O)Nc2ccc(S(=O)(=O)N3CCCC3)cc2)cc1 (configuration not stated)	0%	-3%	1%	12%	1%	-22%	3%	-6%
CCCc1cc(=O)[nH]c(SCCOC(=O)c2ccccc2)n1	-12%	7%	5%	52%	7%	i	-4%	-4%
O=C(/C=C/c1ccc([N+](=O)[O-])cc1)NCc1cccnc1	·	-3%	-5%	?	12%	i	9%	14%
CC(=O)NC1C2CN3CCN(C2)CC1(Cc1ccccc1)C3 (configuration not stated)	·	2%	1%	0%	14%	-9%	-7%	7%

Rewritten with bars between the fields: 10 of the compounds above.
Compound | FUS suppressor | EPAC1 agonist | aSyn rescue | TDP-43 yeast inh | EPAC2 ag | PTHR1 ag | EPAC1 antagonist | EPAC2 antagonist
O=C(O)C1CCN(S(=O)(=O)c2ccc(N3CCOCC3)c([N+](=O)[O-])c2)CC1 | 17% | 7% | -5% | 0% | 14% | -63%[inhibitor] | 17% | 2%
COc1ccc(N2C(=O)CCC(C(=O)N3CCOCC3)C2c2ccc(F)cc2)cc1 (configuration not stated) | 16% | 4% | -5% | 19% | 7% | i | -11% | -1%
CC(=O)c1sc(Nc2cccc3ccccc23)nc1C | -21% | 7% | -1% | 23% | 10% | -18% | -5% | -16%
CN1CCC/C1=C/C=C1\SC(=S)NC1=O | · | 63µM* | -1% | 13% | 112µM* | -47%[inhibitor] | 111%[activator] | 28%
COc1ccccc1-c1noc2c1C(=O)NCC2 | -19% | -6% | -2% | 11% | 5% | -16% | 11% | 15%
CCOC(=O)c1ccc2c(c1)n(CCCS(=O)(=O)[O-])c(/C=C/c1ccc(Cl)cc1)[n+]2CC | 10% | 5% | 1% | -6% | -4% | i | -2% | 3%
CCc1ccc(CN(C)C(C)C(=O)Nc2ccc(S(=O)(=O)N3CCCC3)cc2)cc1 (configuration not stated) | 0% | -3% | 1% | 12% | 1% | -22% | 3% | -6%
CCCc1cc(=O)[nH]c(SCCOC(=O)c2ccccc2)n1 | -12% | 7% | 5% | 52% | 7% | i | -4% | -4%
O=C(/C=C/c1ccc([N+](=O)[O-])cc1)NCc1cccnc1 | · | -3% | -5% | ? | 12% | i | 9% | 14%
CC(=O)NC1C2CN3CCN(C2)CC1(Cc1ccccc1)C3 (configuration not stated) | · | 2% | 1% | 0% | 14% | -9% | -7% | 7%

From PubChem

The list is partial; the hit share may differ from the screen's.
